# Screens deposited in PubChem BioAssay by NCI.
# NCI-60 one-dose screen, 48 h, at 10 µM unless noted. Numbers give growth in % (100 = growth as untreated, 0 = no growth, -100 = all killed).
# SN12C: SN12C renal cancer cells; actives 3.8% (n = 81,000)
# ACHN: ACHN renal cancer | actives 4.9% (n = 81,000)
# RXF 393: RXF 393 renal cancer cells. AID 1794773. actives 6.9% (n = 77,000)
# A498: A498 renal cancer cells | AID 1794774 | actives 5.4% (n = 76,000)
# CAKI-1: CAKI-1 renal cancer; actives 4.7% (n = 75,000)
# 786-0: 786-0 renal cancer cells; actives 5.1% (n = 81,000)
# DU-145: DU-145 prostate cancer; actives 4.2% (n = 81,000); AID 1794760
# UO-31: UO-31 renal cancer; actives 5.2% (n = 81,000)
# TK-10: TK-10 renal cancer cells | AID 1794769 | actives 3.9% (n = 81,000)
# * marks the source's active call; other numbers are inactive results; . = no result given; & = joins results of further samples. How the source made its calls: active means growth percent below 10; inactive means the rest.
canonical_smiles	786-0	UO-31	A498	CAKI-1	RXF 393	SN12C	TK-10	ACHN	DU-145
O=C(CSc1nnc(-c2ccc(-c3nc4ccccc4[nH]3)cc2)o1)Nc1ccccc1	22	104	130	86	-1.4*	80	106	23	4.8*
COc1cccc(/C=C/c2nc(=O)c3ccccc3o2)c1OC	93	84	72	96	67	96	78	82	94
COC(C)CCOC(=O)c1ccc(C(C)C)cc1 (stereo not given)	97	103	95	.	172	105	106	104	112
N#Cc1ccc(-c2nn(-c3ccc(C(=O)O)cc3)cc2CNc2ccc(F)cc2)cc1	96	90	122	95	.	94	113	98	112
CC(=O)Nc1ccc2c(c1)Cc1cc(NC(=O)/C=C\C(=O)O)ccc1-2	96	83	124	88	118	105	126	94	106
c1ccc(C2=NN[C@H](c3cn(-c4ccccc4)nc3-c3ccccc3)C2)cc1	6.8*	9.3*	55	4.9*	32	47	18	-4.9*	56
S=C(Nc1ccccn1)Nc1ccccn1	106	71	100	95	104	103	110	97	109
O=C(Sc1ccccc1)n1nc(Cl)c2ccc([N+](=O)[O-])cc21	107	63	100	96	104	107	122	92	107
[O-]/[N+](=C\c1c(Cl)cccc1Cl)CC1(O)CCCCC1	104	94	100	107	105	97	100	102	103
O=C(CCCC1SCC2NC(=O)NC21)NCCCc1cn(CCOCc2ccccc2)nn1 (stereo not given)	103	92	92	93	121	102	102	102	109
O=C(Nc1ccc(Cl)cc1)Nc1cccc(Oc2nnc(Cl)c3ccccc23)c1	114	54	103	99	100	91	109	81	87
COc1cc(/C=C/C(=O)c2cccc(Nc3nc(Nc4ccccc4)nc(Nc4ccccc4)n3)c2)cc(OC)c1OC	65	35	69	76	-32*	84	66	68	61
C=C1C(=O)O[C@H]2[C@H]1CC/C(COC(=O)CCCCCCCC(=O)OC/C1=C/CC[C@@]3(C)O[C@H]3[C@H]3OC(=O)C(=C)[C@@H]3CC1)=C\CC[C@@]1(C)O[C@@H]21	4.9*	-22*	109	.	-71*	4.8*	3.4*	-25*	28
CCOC(=O)c1cc(C#N)c2sc3ccccc3n2c1=O	94	108	198	56	138	106	117	108	106
O=C(O)c1cn(C2CC2)c2cc(N3CCN(C(=O)N(c4ccccc4)c4nc(-c5ccc(Br)cc5)cs4)CC3)c(F)cc2c1=O	92	71	85	91	107	94	96	74	97
C#CCNC(=O)CCC(=O)OC[C@]12CC[C@@H](C(=C)C)[C@@H]1C1CC[C@@H]3[C@@]4(C)CCCNC(C)(C)[C@@H]4CC[C@@]3(C)[C@]1(C)CC2 (stereo not given in full)	-58*	34	68	17	.	19	12	27	18
C=CCc1cc(C)ccc1O	112	98	108	103	122	99	100	100	114
Cc1cc(NC(=O)c2ccc3noc(-c4ccccc4)c3c2)ccc1N1CCCC1=O	105	71	94	107	108	99	110	101	108
CC1(C)CC[C@]2(C(=O)O)CC[C@]3(C)C(=CCC4[C@@]5(C)C[C@@H](O)[C@@H]6OC(c7ccc(Cl)cc7)OC[C@@]6(C)C5CC[C@]43C)C2C1 (stereo not given in full)	89	61	.	71	86	79	71	56	65
CC(=O)Nc1cc2c(c(Cl)c1Cl)-c1ccccc1C2=O	105	69	85	87	119	99	133	100	117
CCOC(=O)CCC(NC(C)=O)(C(=O)OCC)C(=O)OCC	99	104	112	93	123	103	93	104	105
CC(C)CCC1=C(O)c2ccccc2C(=O)C1=O	103	91	76	99	100	101	93	106	108
CCCCN(CCCC)CC(O)c1cc2c(Cl)cc(Cl)cc2c2cc(C(F)(F)F)ccc12 (stereo not given)	98	60	115	85	94	84	107	61	92
CC1COc2c(N3CCN(C)CC3)c(F)cc3c(=O)c(C(=O)NNC(=S)Nc4ccc(Cl)cc4)cn1c23 (stereo not given)	97	89	81	.	.	94	95	100	111
c1ccc(Nc2csc(Nc3cnccn3)n2)cc1	102	79	.	87	108	98	117	100	111
C/C(CC(C)C)=N/NC(N)=S	107	62	88	104	108	87	105	98	92
NS(=O)(=O)c1ccc(CCn2c(SCc3ccc(Cl)cc3)nc3ccccc3c2=O)cc1	100	75	90	91	99	94	89	98	102
CCCCCN(CCCCC)CC(O)c1ccc2cc(Br)c3ccccc3c2c1 (stereo not given)	88	61	76	75	73	.	100	73	101
CC[N+](CC)=c1ccc2nc3c(cc(N)c4ccccc43)oc-2c1	-79*	-57*	-76*	-79*	-24*	-41*	-74*	-78*	-60*
N/C(=N\N=C\c1cc2ccccc2[nH]1)N/N=C/c1cc2ccccc2[nH]1	99	74	96	87	.	90	116	109	112
COc1ccc(C(=O)Nn2c(N)cc3ccccc3c2=O)cc1	115	56	146	89	100	99	118	103	110
CC(C)CN(CC(C)C)c1ccc([N+](=O)[O-])cc1[N+](=O)[O-]	96	89	111	78	100	96	98	83	105
Nc1cccc(C(=O)NO)c1	108	99	90	100	100	100	115	104	111
COC(=O)/C=C/N1CCCC1	82	88	155	92	90	93	94	107	103
COC(=O)c1cccc(C(=O)OC)c1-c1c(C(=O)OC)cccc1C(=O)OC	108	93	.	.	114	100	120	93	104
Cc1oc(-c2ccc(Cl)cc2)nc1/C=C/C(=O)c1ccc(F)cc1	99	84	89	92	101	96	116	103	104
Nc1nc(-c2ccccc2)cc(-c2cnn(-c3ccccc3)n2)n1	94	92	80	89	101	90	110	104	93
COc1ccc(-c2c(N)c(=O)n(C)c3ccccc23)cc1	74	30	110	62	.	53	118	59	83
C#CCOc1ccc(C2=NN(CCC)C3N=C(Cl)c4ncn(CCC)c4N23)cc1OCC#C (stereo not given)	99	51	37	40	51	85	79	58	72
CCOC(=O)CC(=O)c1c(C)cc(C)cc1C	98	93	97	97	100	94	116	84	110
CC(C)(C)c1ccc(OCCCCCCCN2CCNCC2)cc1	24	33	80	45	28	59	105	14	46
C[C@]12CC[C@@H]3c4ccc(O)cc4CC[C@H]3[C@@H]1CC[C@@H]2NS(=O)(=O)Cc1ccc(Cl)cc1	58	12	66	53	42	48	60	55	62
Nc1nc(-c2ccccc2)c(N=Nc2ccc([N+](=O)[O-])cc2Cl)s1	95	95	74	81	109	84	172	79	95
Cc1ccc([C@@H]2C[C@@H]3Cc4ccccc4N2O3)o1	106	91	85	96	163	106	105	103	111
CCOC(=O)C(=O)Nc1c(CC)cccc1C(C)CC (stereo not given)	104	91	112	96	101	108	99	106	103
C#CCOC(=O)[C@]1(C)CCC[C@]2(C)[C@H]3C[C@H]4C(C(C)C)=C[C@]3(CC[C@H]21)[C@@H]1C(=O)OC(=O)[C@@H]14	94	86	66	.	107	95	87	97	104
CS(=O)(=O)Nc1cc(-c2ccc3ncnc(Nc4ccc5[nH]ncc5c4)c3c2)cnc1Cl	80	64	24	52	.	68	66	84	82
Nc1ccccc1CCO	107	76	.	101	123	99	107	99	110
CCCc1c(C(=O)NC2CCN(Cc3ccccc3)CC2)cnn1-c1ccccc1	100	80	74	95	91	90	.	99	104
CS(=O)(=O)Nc1ccc(C(=O)/C=C2/C(=O)Nc3ccc(F)cc32)cc1	106	66	110	84	106	90	125	92	106
COC(=O)[C@]1(CCSC)N[C@H](c2cn(-c3ccccc3)nc2C)[C@@H]2C(=O)N(c3ccccc3)C(=O)[C@@H]21	104	91	93	101	109	103	118	113	119
COc1ccc(-n2cnc3ccccc3c2=O)cc1	91	90	102	86	106	89	99	84	113
O=C(NNc1nc2cc(Cl)ccc2n2cccc12)c1cnccn1	54	24	95	42	83	59	65	25	51
O=C(Cn1cc(CN2C(=O)c3ccccc3S2(=O)=O)nn1)Nc1ccc([N+](=O)[O-])cc1Cl	105	83	103	92	110	94	112	95	105
CCCCCCOC(=O)CC[C@@H](C)[C@H]1CC[C@H]2[C@@H]3[C@H](OC(=O)CCN)C[C@@H]4C[C@H](OC(=O)CCN)CC[C@]4(C)[C@H]3C[C@H](OC(=O)CCN)[C@]12C	106	128	116	95	104	98	120	96	105
O=c1[nH]c(=S)[nH]c(=O)n1-c1ccc2c(c1)OCO2	105	82	107	105	121	104	.	102	108
Cc1nc2ccccc2n1C(=O)CN1CCOCC1	103	83	78	91	100	100	89	96	110
CCCCCCN(CCCCCC)c1ccc(/C=C2/SC(=O)NC2=O)c(C)c1	78	64	83	84	101	81	108	93	102
CCN(CC)CCC(=O)c1cc(-c2ccccc2)oc1-c1ccccc1	59	87	.	99	104	90	91	105	101
CC1=C(SCCC(=O)OC(C[Se]C2=C(C)C(=O)c3ccccc3C2=O)C(=O)NC(C)(C)C)C(=O)c2ccccc2C1=O (stereo not given)	-86*	-41*	-41*	-56*	-89*	-64*	-94*	-78*	-99*

# More structures follow.
canonical_smiles	786-0	UO-31	A498	CAKI-1	RXF 393	SN12C	TK-10	ACHN	DU-145
c1ccc(C2=NN(c3ccccc3)C(c3ccccc3)C2)cc1 (stereo not given)	103	88	.	.	106	107	92	113	104
COc1ccc(-c2ccc(-c3ccc(C(=N)N)c(F)c3)s2)cc1	-82*	-87*	-97*	-90*	-80*	-79*	-96*	-90*	-98*
O=c1nc2c(-c3nc(-c4ccccc4Cl)no3)n[nH]n2c2sc3c(c12)CCCC3	106	80	101	87	115	95	122	95	111
O=c1cc(-c2ccccc2)nc2c(Cl)cc(Cl)cn12	117&111	63&70	100&123	86&95	129&121	86&103	120&124	91&100	108&118
O=C(O)c1c[nH]c2nccnc12	104	109	101	94	112	111	120	108	117
O=C(OCCN1CCCCC1)c1noc2cc([N+](=O)[O-])ccc12	106	90	108	.	108	110	93	110	110
CNc1nc2c(s1)C(c1cccc(F)c1)CC(=O)N2 (stereo not given)	97	85	69	88	94	95	105	88	106
Cc1nc2ccccc2c(/C=C/c2ccccc2)c1C(=O)/C=C/c1ccc(C(F)(F)F)cc1	-76*	-97*	-59*	-77*	-82*	-61*	-51*	-98*	-89*
CN(C)CCn1c2ccc(N)cc2c2nc3ccccc3nc21	36	23	.	29	35	26	60	14	25
Cc1cc2nc(CO)[nH]c2cc1C	107	86	101	110	90	105	131	105	104
O=C1CCC(N2C(=O)c3ccccc3C2=O)C(=O)N1 (stereo not given)	100&106	90&90	105&95	101&92	108&110	102&107	125&102	99&104	110&134
COc1cc(/C=C(\C#N)C(=O)c2ccccc2)ccc1OCc1ccccc1	101	80	88	96	100	102	109	102	102
CCOC(=O)C1=C(c2ccccc2)N=C2SC3C(=NN(c4ccccc4)C3c3ccc(Br)cc3)N2C1c1ccc(Br)cc1 (stereo not given)	95	76	80	73	75	88	127	103	101
CN1C(=O)C(Br)(Br)CC1c1cccnc1 (stereo not given)	96	96	110	100	113	101	121	116	109
CC(Cc1cccc2ccccc12)C(N)=O (stereo not given)	98	87	100	94	113	97	99	103	110
O=C(Cn1cccc(NC(=O)OCc2ccccc2)c1=O)Nc1ccccc1	103	82	61	95	98	102	105	99	111
COc1cc2c(cc1OCCCCCn1c(-c3ccc(OCc4ccccc4)cc3)nc3cc(N4CCOCC4)ccc31)N=C[C@@H]1CCCN1C2=O	-22*	0.1*	-75*	18	-27*	23	-13*	-54*	30
O=C(Cn1ccnc1)NC(c1ccccc1)c1ccccc1	103	90	68	97	104	97	97	92	112
CO[C@H]1CSS[C@@H]1Cn1nc(-c2ccc(Oc3ccccc3)cc2)c2c(N)ncnc21	45	18	93	11	19	25	0.1*	10	38
CCOc1ccc(Nc2ccc(N)c(S(=O)(=O)O)c2)cc1	112	81	.	105	124	107	105	97	131
COc1ccc2c(c1)/C(=C\c1c[nH]c3ccc(OC)cc13)C(=O)N2	71	47	35	21	61	53	82	40	63
CN1CCN(Cc2ccc(NC(=O)c3cncc(C#Cc4cnc5ccc(N[C@H]6CCOC6)nn45)c3)cc2C(F)(F)F)CC1	-76*	-96*	-95*	-97*	.	-93*	-70*	-100*	-100*
O=C1Nc2c3c(nn2N=Nc2ccccc21)CCCCC3	97	82	96	79	116	84	111	102	125
O=C(O)c1ccc(-n2cc(CNc3cccc(OC(F)(F)F)c3)c(-c3ccc(F)cc3)n2)cc1	97	80	87	76	110	99	126	81	92
Nc1ccc(C(=O)Nc2ccc(Nc3ccncc3)cc2)cc1	101	94	93	92	105	97	119	96	114
COC(=O)c1ccc2c(c1)nc(-c1cc3ccccc3[nH]c1=O)n2-c1ccc(Cl)cc1	95	33	82	60	63	47	71	36	74
Cn1ccc2c3nnn(Cc4ccccc4)c3ccc21	102	75	106	77	105	96	116	103	115
Cc1cnc(C(=O)Nc2nc3ccc(S(=O)(=O)Nc4ccc(C5(C(F)(F)F)CC5)cc4)cc3[nH]2)cn1	26	39	.	23	-17*	34	32	48	1.1*
